TCR-CD3 inh – human TCR-CD3 binding inhibition; TAMRA-labeled TCR probe fluorescence, biochemical; inhibition, % at 9.4 µM; hit rate 0.37% among 360,000; AID 651800; in the data active = inhibition above about 19%;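 also: recombinant mutant TCR 2C K166C tagged with TAMRA read by polarization; 0% = receptor in buffer alone and 100% = receptor with positive control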
SIAE primary – human SIAE inhibition, primary screen; SIAE FP-Rh probe binding, fluorescence polarization; AID 1053197; Q9HAT2; inhibition, % at 9.66 µM; hit rate 0.69% among 370,000;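 active = inhibition above a cutoff: mean of compounds within the control limits plus 3 SD of those, cut at about 17% in these data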;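 also: 0% = plate median of compound wells and 100% = probe without SIAE protein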
Target sequence (Q9HAT2 whole entry, looked up): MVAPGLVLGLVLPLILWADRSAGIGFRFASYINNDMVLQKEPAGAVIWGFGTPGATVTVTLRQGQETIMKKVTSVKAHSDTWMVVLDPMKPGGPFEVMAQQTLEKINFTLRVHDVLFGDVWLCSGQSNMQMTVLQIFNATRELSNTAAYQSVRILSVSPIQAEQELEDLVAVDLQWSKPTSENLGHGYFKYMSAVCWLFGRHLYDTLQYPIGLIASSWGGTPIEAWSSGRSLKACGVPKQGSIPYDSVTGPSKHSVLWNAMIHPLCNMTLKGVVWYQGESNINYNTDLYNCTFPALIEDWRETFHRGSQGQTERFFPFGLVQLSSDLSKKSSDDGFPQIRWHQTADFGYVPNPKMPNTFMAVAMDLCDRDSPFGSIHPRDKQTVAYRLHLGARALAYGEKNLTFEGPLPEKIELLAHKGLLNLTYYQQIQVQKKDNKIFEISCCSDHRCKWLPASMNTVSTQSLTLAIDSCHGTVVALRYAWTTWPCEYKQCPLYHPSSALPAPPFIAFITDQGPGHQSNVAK
PRMT1 FP inh – blocks human protein arginine methyltransferase 1; Q99873; recombinant PRMT1, activity-based probe fluorescence polarization; inhibition, % at 2.79 µM; hit rate 1.3% among 370,000; AID 652257;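 active = inhibition above about 21% made by adding two undisclosed values, limit read from the data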
HTRA1 inh – HTRA1 (human) protease inhibition; Q92743; recombinant HTRA1, FP-rhodamine activity-based probe, fluorescence polarization; inhibition, % at 5.96 µM; hit rate 0.5% among 340,000; AID 504803; in the data active = inhibition above about 36%;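 also: 0% = enzyme with DMSO and 100% = wells lacking enzyme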
mABHD4 FP – inhibits mouse alpha/beta hydrolase domain 4. Q8VD66. purified mABHD4, FP-Rh probe fluorescence polarization. inhibition, % at 8.92 µM. hit rate 0.54% among 370,000;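 active = inhibition exceeding the mean over every tested compound plus 3 SD, cut at about 30% in these data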;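 also: 0% = plate median of compound wells and 100% = S159A mutant with DMSO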
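Assay system: Wild-type mouse ABHD4 protein | Medium: HEPES pH 7.0 buffer, 150 mM NaCl, 0.01% Pluronic F-127 | Incubation: Enzyme–compound pre-incubation 45 min, then probe 60 min, both 25 °C | Technique: Fluorescence polarization with parallel and perpendicular emission, 525/598 nm | Evaluation: % inhibition of FP-Rh probe binding versus controls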
TDP2 absorb – blocks human TDP2 phosphodiesterase activity; O95551; inhibition, % at 12.8 µM; recombinant TDP2, T5PNP hydrolysis, p-nitrophenol absorbance 415 nm; hit rate 0.34% among 370,000;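 active = inhibition above the mean of all tested compounds plus 3 SD, set per campaign, cut at about 25% in these data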;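 also: 0% = DMSO with enzyme and 100% = buffer with substrate but no TDP2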
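Assay system: Recombinant human TDP2 | Quantity: 120 nM TDP2 per well | Incubation: 2 h at 37 °C | Signal: Epi absorbance | Evaluation: Percent inhibition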
UHRF1 binding – human UHRF1 methylated DNA binding inhibitors; UHRF1 binding to methylated oligo, TR-FRET; inhibition, % at 4.4 µM; hit rate 0.75% among 370,000; in the data active = inhibition above about 21%;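 also: UHRF1 SRA domain binding a hemimethylated CpG hairpin DNA probe; 0% = median of test compound wells and 100% = reference inhibitor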
DDE Tn7 FP inh – DD(E)-Tn7 binding inhibition, primary FP screen | FP displacement of FITC-Tn7 peptide from fibrin DD(E); 0% = median of compound wells per plate | AID 720508 | inhibition, % at 8.3 µM | hit rate 0.13% among 370,000;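 active = inhibition above the mean of compounds falling within the control limits plus 3 SD of them, cut at about 14% in these data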;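 also: 0% = plate median of compound wells and 100% = 10 µM Aha-Tn7 peptide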
Target sequence (P02675 whole entry, looked up): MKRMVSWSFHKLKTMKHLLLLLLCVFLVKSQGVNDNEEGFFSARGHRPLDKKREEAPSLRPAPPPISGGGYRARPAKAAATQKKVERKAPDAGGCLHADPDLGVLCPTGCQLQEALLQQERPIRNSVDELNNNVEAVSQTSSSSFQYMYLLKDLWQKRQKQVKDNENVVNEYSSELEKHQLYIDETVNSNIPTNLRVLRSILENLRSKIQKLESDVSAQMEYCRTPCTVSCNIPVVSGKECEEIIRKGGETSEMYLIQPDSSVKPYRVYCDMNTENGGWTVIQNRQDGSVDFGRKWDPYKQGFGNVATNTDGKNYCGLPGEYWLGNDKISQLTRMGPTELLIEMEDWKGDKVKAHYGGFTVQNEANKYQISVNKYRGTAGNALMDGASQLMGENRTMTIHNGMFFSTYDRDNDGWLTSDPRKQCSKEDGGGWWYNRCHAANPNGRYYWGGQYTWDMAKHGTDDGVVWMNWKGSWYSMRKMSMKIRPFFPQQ
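Measure: % inhibition scaled between sample-field median and high-control FP; Test system: human fibrin DD(E); Quantity: 2 µM final DD(E) protein; Doses: one dose, 8.3 µM nominal; Schedule: compound with protein 10 min, then 3 h after probe, room temperature; Detection: fluorescence polarization; Medium: Tris buffer with calcium and detergent, pH 7.8.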
LEDGF integ inh – blocks HIV-1 LEDGF/p75-dependent DNA integration | TR-FRET IN-LEDGF/p75 DNA integration, Eu/Cy5 | inhibition, % at 3.7 µM | hit rate 0.64% among 370,000 | AID 743269;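 active = inhibition above the screen-wide mean plus 3 SD, cut at about 13% in these data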;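 also: signal is the Cy5 over europium emission ratio at 671 and 618 nm; 0% = plate median of compound wells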
PG9 binder – small molecules binding HIV-1 gp120 antibody PG9; TR-FRET gp120-PG9 antibody binding; inhibition, % at 6.7 µM; hit rate 0.43% among 360,000; in the data active = inhibition above about 8.5%
An asterisk follows results filed as active; . = no result given.

SMILES	TCR-CD3 inh	SIAE primary	PRMT1 FP inh	HTRA1 inh	mABHD4 FP	TDP2 absorb	UHRF1 binding	DDE Tn7 FP inh	LEDGF integ inh	PG9 binder
CC(C(=O)NCCc1nc2ccccc2[nH]1)n1cc([N+](=O)[O-])cn1 (stereo not given)	11	6	0	7	-1	3	-1	8	-2	-1.2
O=C(NCCN1CCOCC1)c1sc2ccccc2c1Cl	0	1	-2	.	1	-1	-3	7	0	0.0
Cc1ccnc(NS(=O)(=O)c2ccc(NC(=O)/C=C/c3cccs3)cc2)n1	-5	-4	3	2	-2	3	0	0	3	-1.1
CCOC(=O)c1ccc(NC(=O)c2cc(C)nc3ccccc23)cc1	-1	-2	6	8	9	7	1	-3	-4	1.0
CN(Cc1ccccc1)C(=O)c1ccc(NC(=O)Cc2cccc(NC(=O)C3CCCN(C(=O)C4CCCC4)C3)c2)cc1 (stereo not given)	1	-13	-2	-30	-8	-5	-3	2	-1	-1.3
CCN1CCCCC(NC(=O)c2ccc(Cl)cc2Cl)C1=O (stereo not given)	.	-5	9	.	0	10	0	-6	-3	.
Cc1cc(C)c2[nH]c(=O)c(CN(Cc3ccc4c(c3)OCO4)Cc3nnnn3C3CCCC3)cc2c1	0	-2	1	-32	-2	6	0	-6	0	-1.7
C=CCC(CC=C)(C(N)=O)c1ccccc1	3	1	-1	5	-4	0	0	-3	-5	0.8
CN(C(=O)COC(=O)CNC(=O)c1ccc2ccccc2c1)c1c(N)n(Cc2ccccc2)c(=O)[nH]c1=O	-3	0	4	-2	-6	-14	1	2	0	0.2
CC1(C(=O)NS(=O)(=O)c2cccs2)CCN1C(=O)Cc1ccc(-c2ccccc2)cc1 (stereo not given)	-14	9	4	.	3	-1	0	-8	0	-1.7
Cc1ccc(-c2nnc(SCC(=O)NC3CCCC3)n2C)cc1	-4	-10	4	5	-14	-15	-1	1	-6	-1.4
COC(=O)[C@]12C[C@H](CC(=O)NCCC(C)C)C(=O)N(Cc3ccccc3)C1=C[C@H](C(C)C)O[C@@H]2C1CC1	9	1	-2	.	5	2	-1	3	-2	0.3
O=C(Nc1ccc(Cl)c(Cl)c1)N(Cc1cccnc1)Cc1ccco1	-5	5	-2	-17	-7	5	3	10	-4	-0.4
Cc1ccc(S(=O)(=O)/N=C2\C=C(Nc3cccc(C(=O)O)c3)C(=O)c3ccccc32)cc1	0	4	2	52*	33*	85*	7	2	52*	-8.8
CCc1cnc(Nc2nc(C(N)Cc3ccc(Cl)cc3)cs2)nc1 (stereo not given)	-10	-6	-1	.	10	0	2	3	4	1.0
COc1ccc(S(=O)(=O)N2CCN(CC(=O)NC(Cc3ccccc3)C(C)=O)CC2)cc1 (stereo not given)	2	3	-2	2	3	-6	-1	6	-3	0.6
COc1cc2cc3c(N)c(C(=O)Nc4sc(C)c(C)c4C#N)sc3nc2cc1OC	24*	-34	27*	12	-10	-9	3	-3	15*	-1.7
CCNC(=O)CN(c1ccccc1)S(=O)(=O)c1ccc(Cl)cc1	1	3	-2	1	2	2	-6	10	0	0.5
COc1ccc(C=NCCc2ccc(OC)c(OC)c2)cc1OC	0	0	0	1	5	7	0	-5	-3	2.6
CCOc1ccc(-c2nnc3ccc(SC(C)C)nn23)cc1	4	-4	-4	-12	-6	6	-1	-1	-3	-0.7
Cc1cc(C)c(S(=O)(=O)Nc2cccc3nsnc23)c(C)c1	3	2	0	-3	-5	-4	-4	-7	1	-1.0
CN(CC(=O)Nc1cccc(F)c1)CC(=O)Nc1cc(S(=O)(=O)N2CCOCC2)ccc1Cl	8	4	-4	4	-4	-6	-2	9	-2	-1.0
CCSc1nnc(-c2ccncc2)o1	3	1	-2	-1	-9	-3	-2	-6	-2	0.1
O=C(NCc1ccco1)/C(=C\c1cccs1)NC(=O)c1ccccc1	-3	-2	5	-3	3	-8	0	-4	-4	-0.4
CCOc1ccc(-c2nc(N)ncc2Oc2ccccc2Br)c(O)c1	5	-1	-3	-18	-30	-2	-4	3	1	0.7
COC(=O)c1ccccc1NC(=O)Cn1c(SC)c(F)cnc1=O	0	-2	-1	-2	-1	-9	-1	1	-2	0.6
COc1ccc(N(C(=O)COc2cccc(C)c2)S(=O)(=O)c2ccc(C)cc2)cc1	7	13	0	-20	-4	2	0	-7	0	-3.5
CC1CCN(S(=O)(=O)c2ccc3c(ccn3CCC(=O)N3CCCCC3)c2)CC1	5	-5	-1	0	5	8	-1	-1	-1	-2.2
O=C(NNC(=O)c1cccnc1SCc1cccc([N+](=O)[O-])c1)c1ccccn1	-2	-2	-4	11	27	2	-5	-3	-7	-0.1
O=C(COC(=O)c1ccccc1NS(=O)(=O)c1ccc(Cl)cc1)NCc1ccccc1	1	-3	0	3	-1	1	0	11	-1	0.1
Cc1nc2c3ccccc3n(CC#N)c(=O)n2n1	-2	7	-3	5	-4	7	-1	5	0	1.2
CCC(=O)NNc1cc(=O)c2c(=O)n(C)c(=O)n(C)c2[nH]1	6	0	-3	1	-5	-3	-1	-6	-2	-0.8
O=C(CS(=O)c1ccc(F)cc1)Nc1ccccc1Cl (stereo not given)	4	2	0	1	-3	-9	1	-3	3	3.4
Oc1ccc(C[C@H]2CNC(=S)N2CC2CCCN2C[C@H](Cc2ccccc2)N2C[C@H](Cc3ccc(O)cc3)N(CC3CCCCCC3)C2=S)cc1 (stereo not given in full)	8	-33	0	-93	-19	8	0	0	-2	-0.1
COc1cccc(CN(C)C(=O)Cc2ccc(OC)c(S(=O)(=O)N3CCOCC3)c2)c1	-5	-2	0	7	-5	-6	0	-2	-1	-2.8
Cc1ccc(NC(=O)c2c([N+](=O)[O-])cnn2C)cc1C	-5	-6	1	0	4	15	0	8	-2	-1.3
CCc1nc2c(OCc3ccc(C(F)(F)F)cc3)cccn2c1N(C)C(=O)c1ccco1	-1	0	7	.	-6	1	-1	6	1	0.4
O=C(OCc1ccccc1)N1CCCC1/C=C/CN1CCOCC1 (stereo not given)	8	6	-4	5	-2	2	1	-2	0	-0.2
Nc1ccn([C@@H]2O[C@H](C(=O)N3CCCN(Cc4cccs4)CC3)[C@@H](O)[C@H]2O)c(=O)n1	-3	-4	-4	.	-7	-15	3	-3	3	0.1
CCOc1ccc2nc(SCc3ccc(F)cc3)sc2c1	0	6	2	-8	-7	-6	-4	2	5	-2.3
Cn1c(=O)n(C/C=C/c2ccccc2)c(=O)c2c1nc1n2CCCN1c1ccc(F)cc1	2	-1	-3	-6	3	-2	1	-6	-1	-0.6
O=C(CN1CCCC1)Nc1ccccc1Cl	6	8	0	6	-1	-3	-2	-1	-3	-0.3
COc1ccc(Nc2nc(-c3c(C)nc4ncccn34)cs2)cc1	-1	1	1	12	8	-8	11	3	-4	-8.8
COC(=O)CN(C)C(=O)c1ccc2nc(Cc3cccc(Cl)c3)oc2c1	-7	0	2	-4	1	-13	0	-2	2	-2.1
CCn1cnc2c(Nc3cc(F)cc(F)c3)nc(C#N)nc21	11	-2	1	-10	-4	6	-1	-2	-1	-1.8
Cc1ccc(S(=O)(=O)N2CCOCC2)cc1C(=O)Nc1ccc(-c2cn3ccsc3n2)cc1	11	8	1	-3	-1	5	0	2	-3	0.3
CCn1cc(-c2cc(C(F)(F)F)n3nc(C(=O)O)cc3n2)c(C)n1	5	4	3	1	-9	-1	-7	-3	-1	1.0
CCCCCNC(=O)c1cn(CC)c2cc(N3CCN(C)CC3)c(F)cc2c1=O	-4	5	-3	-3	-1	-3	4	-8	10	-1.2
O=C(C[C@H]1C/C=C\CC[C@@H](Cc2ccc(F)cc2)C(=O)OC[C@H]2CCCN2C1=O)N[C@H](CO)Cc1ccccc1	4	-8	-3	2	-1	-4	-3	-1	5	0.5
COc1ccc(CCN=Cc2ccc(O)cc2)cc1OC	-2	-5	-1	3	-1	5	3	10	1	-2.0
COc1ccc(OC)c(CN2CCN(C(=O)c3ccco3)CC2)c1	1	3	-1	-22	14	-2	2	-4	2	0.3
FC(F)(F)Oc1ccccc1C(c1nnnn1Cc1ccccc1)N1CCN(C/C=C/c2ccccc2)CC1 (stereo not given)	-1	6	2	.	6	-3	-4	0	-12	-0.8
COc1cccc(NC(=O)N(C)C[C@H]2Oc3cc(Br)ccc3S(=O)(=O)N([C@H](C)CO)C[C@H]2C)c1	-1	-1	-3	-20	6	0	-2	-2	1	-0.2
OCCN1CCN(c2nc(N3CCCCC3)nc(N3CCCCC3)n2)CC1	-1	9	0	-3	-1	-5	1	1	-1	-1.0
Cc1noc(NC(=O)c2ccc(F)cc2)c1C#N	1	0	0	-4	2	5	0	0	2	-0.7
CCCCOC1CC(c2ccc(OCc3ccc(OC)cc3)c(OC)c2)N(C)O1 (stereo not given)	3	0	-2	-4	-11	-10	-2	-8	-1	-1.7
Cc1onc(-c2ccccc2Cl)c1C(=O)N1CCc2ccccc2C1	7	3	1	4	1	-3	-1	0	-2	0.2
COc1ccc(C(=O)NCC(c2ccco2)N2CCc3ccccc32)cc1OC (stereo not given)	5	3	-2	7	-4	10	-1	-3	4	-2.0
Nn1c(C2CCCCC2)nc2ccccc2c1=O	9	-1	-4	10	2	9	0	-2	-2	-0.6
COCCNC(=S)NNC(=O)c1ccc(-n2cnnn2)cc1	3	7	-2	4	3	-1	-1	7	-6	-1.6

Only TDP2 absorb, for 5 of the compounds above:
canonical_smiles | TDP2 absorb
CCn1cc(-c2cc(C(F)(F)F)n3nc(C(=O)O)cc3n2)c(C)n1 | -1
CCCCCNC(=O)c1cn(CC)c2cc(N3CCN(C)CC3)c(F)cc2c1=O | -3
O=C(C[C@H]1C/C=C\CC[C@@H](Cc2ccc(F)cc2)C(=O)OC[C@H]2CCCN2C1=O)N[C@H](CO)Cc1ccccc1 | -4
COc1ccc(CCN=Cc2ccc(O)cc2)cc1OC | 5
COc1ccc(OC)c(CN2CCN(C(=O)c3ccco3)CC2)c1 | -2

New compounds follow
SMILES	TCR-CD3 inh	SIAE primary	PRMT1 FP inh	HTRA1 inh	mABHD4 FP	TDP2 absorb	UHRF1 binding	DDE Tn7 FP inh	LEDGF integ inh	PG9 binder
O=C(Nc1ccc(Cl)cc1)Nc1nc(-c2sccc2Br)cs1	-6	-15	2	-17	-5	-6	2	7	-2	-1.2
O=C(Cn1nc(C(=O)O)c2ccccc2c1=O)Nc1ccc(Br)cc1	-4	-19	3	-9	-8	-20	2	1	-5	-0.2
OCCC1CN(Cc2cccc3nonc23)CCN1C1CCCCC1 (stereo not given)	-1	-2	4	-2	4	13	-2	-2	-3	1.9
CCCCNc1cccc2c1S(=O)(=O)N[C@@H](CC(C)C)CO2	1	-7	-5	.	-2	3	6	3	0	0.1

Ordered by the number under PG9 binder (rising): some entries from above
SMILES	TCR-CD3 inh	SIAE primary	PRMT1 FP inh	HTRA1 inh	mABHD4 FP	TDP2 absorb	UHRF1 binding	DDE Tn7 FP inh	LEDGF integ inh	PG9 binder
O=C(Nc1ccc(Cl)cc1)Nc1nc(-c2sccc2Br)cs1	-6	-15	2	-17	-5	-6	2	7	-2	-1.2
CCCCNc1cccc2c1S(=O)(=O)N[C@@H](CC(C)C)CO2	1	-7	-5	.	-2	3	6	3	0	0.1
OCCC1CN(Cc2cccc3nonc23)CCN1C1CCCCC1 (stereo not given)	-1	-2	4	-2	4	13	-2	-2	-3	1.9
